High-throughput results (PubChem BioAssay)
VEEV TC-83 Vero – inhibitors of VEEV TC-83 cytopathic effect, confirmation, Vero cells (AID 588727) | Vero cells, VEEV TC-83 cytopathic effect inhibition; higher % means a stronger effect | inhibition, % at 20 µM, or IC50 in µM where a hit was titrated | 0.13% of 350,000 active; in the data active = a potency from the dose series; inconclusive = inhibition mostly from about 14% at the one dose, without a potency; inactive = the rest, 99 in 100 with inhibition below about 12%; also: strong numbers were not always called active
influenza NS1A – NS1A inhibition, H1N1 influenza, cell based functional assay (AID 504329). 0.3% of 340,000 active. inhibition, % at 12.5 µM, or IC50 in µM where a hit was titrated. NS1A functional cell-based assay, percent inhibition; higher % means a stronger effect; in the data active = a potency from the dose series; inconclusive = inhibition above about 27% without an active follow-up result; also: strong numbers were not always called active
M. tuberculosis – growth inhibition of non-replicating M. tuberculosis (AID 488890) | Mycobacterium tuberculosis non-replicating, growth inhibition; higher % means a stronger effect | inhibition, % at 25 µM, or IC50 in µM where a hit was titrated | 0.39% of 320,000 active; in the data active = a potency from the dose series; inconclusive = inhibition mostly from about 82% at the one dose, without a potency; inactive = the rest, 99 in 100 with inhibition below about 76%;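 also: plate controls were DMSO cells for no effect and high antibiotic wells for full effect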
M. tuberculosis HTS – M. tuberculosis growth inhibition, HTS (AID 449762); inhibition, % at 25 µM, or IC50 in µM where a hit was titrated; M. tuberculosis H37Rv growth inhibition, 7H9 media; higher % means a stronger effect; 0.59% of 330,000 active; in the data active = a potency from the dose series; inconclusive = inhibition above about 70% without an active follow-up result;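 also: bacterial growth assessed after seven days of incubation; strong numbers were not always called active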
PhoP GFP inhibition – PhoP regulon inhibitors, Salmonella typhi PhoP promoter GFP reporter, confirmatory (AID 1850); Salmonella Typhi PhoP-promoter GFP reporter, fluorescence, 4 h; higher % means a stronger effect; one-dose inhibition, % at 50 µM; IC50 in µM for titrated hits; 0.33% of 310,000 active; in the data active = a potency from the dose series; inconclusive = inhibition mostly from about 25% at the one dose, without a potency; inactive = the rest, 99 in 100 with inhibition below about 19%;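 also: 0% = induced wells with vehicle and 100% = uninduced wells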
VEEV TC-83 Vero 10K pilot screen – recorded beside VEEV TC-83 Vero, whose call it bears; inhibition, %; measured here: 10K pilot screen inhibition
* hit, by the source's call; i = inactive; ? = inconclusive; . = no result given.

SMILES	VEEV TC-83 Vero	influenza NS1A	M. tuberculosis	M. tuberculosis HTS	PhoP GFP inhibition	others
COc1ccc(Oc2cc(F)nc(N)n2)cc1	1.1%	24%	34%	-10%	1%
Cc1nnc(SCC(=O)Nc2nsc(-c3ccccc3)n2)s1	0.6%	-4%	13%	-7%	-2%
COC(=O)C(c1cc(OC)c(O)c(OC)c1)(N1CCNC(C)C1)C(F)(F)F (stereo unspecified)	1.0%	-5%	27%	12%	-17%
CCOc1ccc(-c2cccc(NC(=O)COc3ccccc3)c2)nn1	8.4%	-6%	?	0%	-1%
COc1ccc(N(CC(=O)O)S(C)(=O)=O)cc1OC	0.9%	11%	-10%	-14%	-6%
O=[N+]([O-])c1ccc(Sc2nccn2Cc2ccccc2)c([N+](=O)[O-])c1	0.8%	1%	63%	16%	11%
O=C(Nc1ccc(Cl)cc1)c1cc2nc(-c3ccco3)cc(C(F)(F)F)n2n1	0.9%	-3%	11%	0%	-10%	VEEV TC-83 Vero 10K pilot screen=3.3
O=C(Cn1nc(-c2ccc3c(c2)OCCO3)ccc1=O)Nc1cccc(NC(=O)c2ccccn2)c1	.	.	-11%	5%	-2%
COc1ccc(CNC(=O)COC(=O)CO/N=C(\C)c2ccc3c(c2)OCO3)cc1	2.3%	-4%	13%	8%	10%
Cc1cccc(OCC(=O)N2CCN(Cc3ccc([N+](=O)[O-])cc3)CC2)c1	0.3%	-1%	5%	0%	-5%

The final 7 compounds of the section before open the next one:
SMILES	VEEV TC-83 Vero	influenza NS1A	M. tuberculosis	M. tuberculosis HTS	PhoP GFP inhibition	others
CCOc1ccc(-c2cccc(NC(=O)COc3ccccc3)c2)nn1	8.4%	-6%	?	0%	-1%
COc1ccc(N(CC(=O)O)S(C)(=O)=O)cc1OC	0.9%	11%	-10%	-14%	-6%
O=[N+]([O-])c1ccc(Sc2nccn2Cc2ccccc2)c([N+](=O)[O-])c1	0.8%	1%	63%	16%	11%
O=C(Nc1ccc(Cl)cc1)c1cc2nc(-c3ccco3)cc(C(F)(F)F)n2n1	0.9%	-3%	11%	0%	-10%	VEEV TC-83 Vero 10K pilot screen=3.3
O=C(Cn1nc(-c2ccc3c(c2)OCCO3)ccc1=O)Nc1cccc(NC(=O)c2ccccn2)c1	.	.	-11%	5%	-2%
COc1ccc(CNC(=O)COC(=O)CO/N=C(\C)c2ccc3c(c2)OCO3)cc1	2.3%	-4%	13%	8%	10%
Cc1cccc(OCC(=O)N2CCN(Cc3ccc([N+](=O)[O-])cc3)CC2)c1	0.3%	-1%	5%	0%	-5%
COc1ccc(CNC(=S)Nc2ccc(F)c(Cl)c2)cc1	0.9%	-14%	75%	-1%	0%
O=c1[nH]cnc2c1N1CCC2CC1	0.5%	2%	-5%	-3%	-1%
COc1cc(CC(=O)NCc2ccco2)cc(OC)c1OC	1.6%	8%	6%	1%	3%
Cc1c(Cl)c([N+](=O)[O-])nn1CC(=O)Nc1ccc2c(c1)OCO2	1.5%	-5%	14%	-6%	-10%
CC(C)COP(=O)(c1ccc(N(C)C)cc1)C(O)c1ccc(Br)cc1 (stereo unspecified)	1.7%	3%	14%	0%	-4%
COc1ccc(CCNC(=O)COc2ccc(C)nc2[N+](=O)[O-])cc1OC	0.3%	-9%	-2%	-5%	-2%
Cc1ccccc1Nc1nc(N)nc(CSc2nc3ccccc3s2)n1	4.8%	-7%	37%	?	-8%
Cc1noc(C)c1NC(=O)NCCN1CCN(Cc2ccccc2)CC1	1.9%	-14%	-5%	-1%	-7%
Cc1nn(C)c(C)c1NC(=O)c1ccnn1C	2.4%	0%	-12%	4%	-6%
CCCCC(CCC(=O)O)(C(=O)OCC)c1csc(Nc2ccc(C)cc2)n1 (stereo unspecified)	6.3%	2%	1%	9%	1%
CCn1c(SCC(=O)Nc2ccccc2Cl)nnc1C1CC1	2.2%	7%	-16%	3%	0%
O=C(Nc1nc2ccccc2s1)c1c(F)cccc1Cl	0.9%	-1%	5%	-3%	-3%
Cn1cnnc1SCc1ccc(C(=O)N/N=C(\CCC(=O)O)c2ccc(C(C)(C)C)cc2)cc1	0.5%	-2%	28%	-4%	-9%
O=C(Nc1cccc(Cl)c1)NC1CCS(=O)(=O)C1 (stereo unspecified)	0.6%	-8%	-14%	-1%	4%
Cc1cc2c(cc1S(=O)(=O)NC1CCCCC1C)OCC(=O)N2 (stereo unspecified)	i	-4%	2%	-2%	7%
COC(=O)c1ccc(/C=C2/SC(=S)N(CCC(=O)N3CCOCC3)C2=O)cc1	21%	6%	52%	5%	7%
Cc1ccc(N2C(=O)C3C4CCC(O4)C3C2=O)c(OC(F)F)c1 (stereo unspecified)	0.7%	3%	-6%	-3%	.
CC(C)c1nnc(NC(=O)C2CCN(S(=O)(=O)c3ccc(-n4cnnn4)cc3)CC2)s1	0.3%	-3%	-3%	6%	5%
O=C(COc1ccccc1[N+](=O)[O-])N/N=C/c1cccs1	1.6%	-3%	8%	-17%	-4%
Brc1ccc(-c2csc(N3CCOCC3)n2)cc1	2.5%	-8%	18%	-2%	-6%

Entries from the list above with a furan ring, fused or not (two):
SMILES	VEEV TC-83 Vero	influenza NS1A	M. tuberculosis	M. tuberculosis HTS	PhoP GFP inhibition	others
O=C(Nc1ccc(Cl)cc1)c1cc2nc(-c3ccco3)cc(C(F)(F)F)n2n1	0.9%	-3%	11%	0%	-10%	VEEV TC-83 Vero 10K pilot screen=3.3
COc1cc(CC(=O)NCc2ccco2)cc(OC)c1OC	1.6%	8%	6%	1%	3%

(list continues)
SMILES	VEEV TC-83 Vero	influenza NS1A	M. tuberculosis	M. tuberculosis HTS	PhoP GFP inhibition	others
Cc1cc(S(=O)(=O)NCc2ccc(N3CCN(C)CC3)cc2)c(C)s1	0.4%	.	-11%	1%	-11%
CN(C)CCNS(=O)(=O)c1ccc(N2CCc3ccccc32)c([N+](=O)[O-])c1	1.2%	20%	16%	1%	7%
C=CCn1c(SCC(=O)c2c(N)n(C)c(=O)n(C)c2=O)nnc1-c1ccncc1	1.3%	-7%	-7%	1%	5%
CCn1cc(CCC(=O)NCc2ccc(F)cc2)c2ccccc21	1.4%	-20%	8%	5%	-7%
O=C(c1cc2nc(-c3ccco3)cc(C(F)(F)F)n2n1)N1CCN(c2ccccn2)CC1	10%	-6%	16%	-2%	-15%
CC(Sc1nnc(-c2cccs2)n1-c1ccccc1)C(=O)NCc1ccco1 (stereo unspecified)	1.0%	-3%	12%	4%	-2%
COc1ccc(NC(=S)N2CCN(S(C)(=O)=O)CC2)cc1	1.6%	-6%	-14%	2%	-7%
O=C(CSCc1ccc(F)cc1)Nc1ccccc1C(=O)N1CCOCC1	0.3%	-12%	-4%	1%	12%
O=C(NCC(=O)N1CCCC1)c1cccs1	0.1%	-11%	-1%	-6%	18%
Cc1nc(C)c(-c2csc(Nc3ccccn3)n2)s1	4.7%	-3%	27%	6%	-3%
CCC1CCCCN1C(=O)COc1ccc(F)cc1 (stereo unspecified)	0.7%	-1%	47%	-4%	0%
CCOC(=O)CNC(=S)NN(C)C	0.5%	-6%	-10%	5%	11%
COc1ccc(C(=O)O)cc1S(=O)(=O)NCc1ccncc1	0.5%	-14%	-2%	9%	.
CCC(c1nnnn1Cc1ccc(OC)cc1)N(CCCO)Cc1cc2cc3c(cc2[nH]c1=O)OCO3 (stereo unspecified)	1.6%	1%	15%	-11%	-2%
COc1ccc(/C=C/C(=O)OCc2cccc([N+](=O)[O-])c2)cc1	1.6%	-4%	58%	18%	7%
O=C(CCn1c(=O)oc2ccccc21)Nc1nc2ccccc2s1	4.0%	23%	-7%	-6%	-10%
O=C(CNC(=O)c1sc2ccccc2c1Cl)NC1CC1	i	10%	8%	-1%	-13%
CC1(C)C2CC[C@]1(C)C(=O)N(CCCCN1CCN(c3ccccn3)CC1)C2=O	0.1%	-17%	-9%	3%	-12%
O=C(CSc1nnc(Cc2ccccc2)n1-c1ccc(F)cc1)N1CCOCC1	0.1%	5%	-4%	2%	-12%
COc1ccc(C)cc1NC(=O)CSc1ccc(-c2ccccn2)nn1	0.1%	9.8µM*	?	?	-5%
COCC1CCN(C(=O)c2ccc3oc(Cc4ccccc4)nc3c2)C1 (stereo unspecified)	0.1%	9%	20%	8%	-6%
COc1ccccc1NS(=O)(=O)c1cc(NC(=O)Cc2n[nH]c(=O)c3ccccc23)ccc1Cl	0.6%	2%	37%	-1%	.
CCC(C(=O)OC)n1cnc2scc(-c3ccc(C)c(C)c3)c2c1=O (stereo unspecified)	1.0%	7%	56%	-13%	-6%
CC(=O)Nc1cccc(C(=O)O)n1	0.0%	9%	46%	6%	-6%
CC1=CC(O)C(O)C2(C)C1CC1OC(=O)C(O)C3C(C)C(O)C4(O)OCC13C42 (stereo unspecified)	3.5%	-20%	.	.	.
S=C(NC1CCCCC1)N1CCCCC1	3.4%	3%	52%	5%	-14%
OC(COC(c1ccccc1)c1ccccc1)CN1CCOCC1 (stereo unspecified)	i	6%	-13%	3%	-8%
N/C(=N\OC(=O)/C=C/c1ccccc1)c1ccncc1	2.6%	-6%	3%	3%	8%
CC(C)C(=O)Nc1c2c(nc3ccccc13)N(C)CC2	i	-7%	1%	1%	-11%
CCOC(=O)c1ccc(COC(=O)c2ccc(-c3nnc(-c4ccccc4)o3)cc2)o1	0.5%	7%	6.4µM*	?	-3%
COc1ccc(CCNS(=O)(=O)c2cnc(Cl)c(Br)c2)cc1OC	1.9%	-1%	6%	-6%	3%
CCN1CCN(S(=O)(=O)c2ccc(Cl)c(C(=O)NCc3ccco3)c2)CC1	0.2%	8%	-17%	6%	-2%
CCCCOC(=O)c1ccc(NC(=O)C(=O)NCc2ccco2)cc1	i	-10%	30%	1%	6%
Cc1cc(N2CCCCC2)nc(-c2ccc(Br)cc2)n1	0.6%	-1%	31%	9%	17%
O=S1(=O)C=CC(Nc2ccccc2)C1 (stereo unspecified)	1.3%	8%	4%	3%	-4%
O=C(O)c1ccc(CNC(=O)c2ccc(C(F)(F)F)cc2)cc1	1.4%	-6%	7%	0%	3%
CCOC(=O)CSc1n[nH]c(-c2cccnc2)n1	i	2%	-1%	-10%	-3%
Oc1cccc(/C=N/n2c(C3CCCCC3)n[nH]c2=S)c1	1.7%	3%	-8%	-1%	-1%
Cc1cc(C(=O)N2CCCC(N3CCN(Cc4ccc5c(c4)OCO5)CC3)C2)n[nH]1 (stereo unspecified)	i	-1%	5%	0%	4%
O=C(C1CC1)N1CCc2cc(Br)cc(S(=O)(=O)NCc3ccco3)c21	13%	1%	3%	0%	-19%

6 structures already listed, arranged by heavy-atom count, largest number first:
SMILES	VEEV TC-83 Vero	influenza NS1A	M. tuberculosis	M. tuberculosis HTS	PhoP GFP inhibition	others
O=C(c1cc2nc(-c3ccco3)cc(C(F)(F)F)n2n1)N1CCN(c2ccccn2)CC1	10%	-6%	16%	-2%	-15%
CC(C)c1nnc(NC(=O)C2CCN(S(=O)(=O)c3ccc(-n4cnnn4)cc3)CC2)s1	0.3%	-3%	-3%	6%	5%
Cc1cc(C(=O)N2CCCC(N3CCN(Cc4ccc5c(c4)OCO5)CC3)C2)n[nH]1 (stereo unspecified)	i	-1%	5%	0%	4%
COC(=O)C(c1cc(OC)c(O)c(OC)c1)(N1CCNC(C)C1)C(F)(F)F (stereo unspecified)	1.0%	-5%	27%	12%	-17%
CCOc1ccc(-c2cccc(NC(=O)COc3ccccc3)c2)nn1	8.4%	-6%	?	0%	-1%
CCn1c(SCC(=O)Nc2ccccc2Cl)nnc1C1CC1	2.2%	7%	-16%	3%	0%

Further compounds follow:
SMILES	VEEV TC-83 Vero	influenza NS1A	M. tuberculosis	M. tuberculosis HTS	PhoP GFP inhibition	others
O=C(CCc1nc2ccccc2c(=O)[nH]1)OCc1ccc(Cl)cc1Cl	1.0%	-7%	12%	49%	2%
CCNC(=O)CSc1nc2ccccc2c(=O)n1-c1cc(OC)ccc1OC	3.2%	0%	20%	-11%	1%
Cc1ccc(CN2CCN(C(=O)c3cccc4ccccc34)CC2)cc1	i	-4%	-5%	4%	-3%
COc1ccc(C(CCNCc2ccc(OC)c(OC)c2)c2ccc(F)cc2)cc1 (stereo unspecified)	0.6%	-22%	.	11%	-16%
Cc1ccc(S(=O)(=O)N2CCN(C(=O)CN3CCOCC3)C2)cc1	3.4%	6%	-7%	-10%	4%
Cc1ccccc1S(=O)(=O)Cc1ccc(C(=O)N2CCN(c3ncccn3)CC2)o1	12%	-17%	0%	-2%	10%
O=C1c2ccccc2-c2nnc(-c3ccc(O)cc3)cc21	0.8%	11%	?	43%	-1%
COc1ccc(C2CN(C)CC2C(=O)c2ccc(C)cc2)cc1Cl (stereo unspecified)	0.2%	3%	27%	6%	3%
CCc1ccc(-c2cc(C)no2)cc1S(=O)(=O)N1CCN(C(=O)c2ccco2)CC1	1.0%	10%	5%	8%	-12%
CCn1c(SCC(=O)N2CCCc3ccccc32)nnc1-c1ccoc1C	i	0%	-3%	0%	13%
